# Bioassay records deposited in PubChem by Sanford-Burnham Center for Chemical Genomics.
# APJ agonist: APJ receptor agonism; CHO-K1 APJ PathHunter beta-arrestin, luminescence; 0% DMSO wells, 100% apelin; activation, % at 20 µM; actives 0.11% (n = 330,000); AID 2520;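 active means activation more than six SD over the plate average, tested at 20 µM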;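 further: 0% = DMSO alone and 100% = apelin-13 at 10 nM; some results filed as inactive read as strong as hits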
#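 assay system = CHO-K1 APJ beta-arrestin complementation cell line | input = cell density 1000 per well | dosing = compound 20 µM once, DMSO 1% | timing = compound 90 min 25 °C, reagent 1 h | measured by = luminescence from split beta-galactosidase complementation, Galacton Star/Emerald II substrate | read-out basis = APJ agonist activity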
# tim23-1 inh: growth inhibitors of tim23-1 mutant yeast; S. cerevisiae tim23-1 growth, BacTiter-Glo luminescence, 24 h; inhibition, % at 20 µM; actives 1.3% (n = 330,000);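 active means growth inhibition of the mutant yeast at or above 50%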;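 further: temperature-sensitive mutant grown at 25 °C; plate controls were DMSO-treated mutant yeast for no effect and medium wells lacking yeast for full effect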
# TIM10 inh: TIM10 yeast growth inhibition. S. cerevisiae TIM10 strain growth, BacTiter-Glo luminescence, 24 h. inhibition, % at 10 µM. actives 1.4% (n = 330,000);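 active means inhibition of 40% or more at the single tested concentration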;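 further: wild-type TIM10 isogenic control strain grown at permissive 25 °C; 0% = DMSO yeast wells and 100% = minimal medium wells without yeast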
# tim10-1 inh: inhibits growth of tim10-1 mutant yeast; S. cerevisiae tim10-1 ts strain growth, BacTiter-Glo, 24 h; inhibition, % at 20 µM; actives 2.2% (n = 330,000); AID 463190;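 active means inhibition of at least 40%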;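 further: mutant grown at 25 °C; 0% = DMSO wells with yeast and 100% = wells holding no yeast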
# GRIN3A LBD mod: modulators (binders) of human NR3A ligand-binding domain; NR3A LBD differential scanning fluorimetry, Tm shift; 0% = protein alone, 100% = glycine-bound protein; Tm shift relative to glycine control, % at 25 µM; actives 2.5% (n = 340,000); AID 1259313;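 active means melting temperature shift of at least 10% of the positive control shift, at one fixed dose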
# NLRP3 yeast inh: NALP3 inhibition in yeast | Yeast reconstituted NLRP3/ASC/caspase-1, beta-gal luminescence, 24 h | inhibition, % at 10 µM | actives 0.39% (n = 330,000);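 active means inhibition of 50% or more; inactive means inhibition below 50%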;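 further: plate controls were induced DMSO wells for no effect and uninduced yeast grown without galactose for full effect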
# UPR XBP1 act: activators of adaptive arm of unfolded protein response (XBP1); CHO-XBP1 luciferase reporter, IRE1-XBP1 UPR activation, luminescence; percent of tunicamycin response, DMSO as zero; actives 0.33% (n = 330,000); activation, % at 20 µM;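 active means versus positive control, 20 µM dose yields 30% or more activation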;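 further: 100% = tunicamycin at 10 µg/mL and 0% = DMSO only wells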
#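 Material: CHO-XBP1 cells stably carrying IRE1-XBP1-driven luciferase reporter / Amount: 1000 cells per well / Compound: 20 µM, 1% DMSO / Times: 6 h treatment, 37 °C / Detection: luciferase luminescence / Measure: % activation of reporter signal versus tunicamycin and DMSO controls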
# CHOP UPR activ: apoptotic UPR (CHOP) activation; actives 0.34% (n = 330,000); activation, % at 10 µM; CHO-CHOP luciferase reporter, luminescence; percent of tunicamycin response over DMSO baseline;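 active means at 10 µM dose, activation of 40% or more, normalized to positive control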;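 further: 100% = tunicamycin at 10 µg/mL and 0% = DMSO alone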
#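 Evaluation: % reporter activation, DMSO baseline versus tunicamycin full activation; System: CHO-CHOP luciferase reporter cell line; Input: 500 cells/well; Incubation: 6 h compound treatment, 37 °C; Measured by: Steady-Glo luciferase luminescence; Dosing: one dose, 10 µM in 0.5% DMSO; Buffer or medium: F12 medium, 10% FBS; Benchmarks: positive tunicamycin 10 µg/mL, negative DMSO alone.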
# Mdm2-MdmX inh: inhibitors of human Mdm2/MdmX interaction. SaOS-2 split-luciferase Mdm2/MdmX complementation, luminescence. inhibition, % at 8 µM. actives 3% (n = 330,000). AID 485346;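 active means inhibition of at least 50% at 8 µM in the primary screen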
# Target sequence (O15151 whole entry, looked up): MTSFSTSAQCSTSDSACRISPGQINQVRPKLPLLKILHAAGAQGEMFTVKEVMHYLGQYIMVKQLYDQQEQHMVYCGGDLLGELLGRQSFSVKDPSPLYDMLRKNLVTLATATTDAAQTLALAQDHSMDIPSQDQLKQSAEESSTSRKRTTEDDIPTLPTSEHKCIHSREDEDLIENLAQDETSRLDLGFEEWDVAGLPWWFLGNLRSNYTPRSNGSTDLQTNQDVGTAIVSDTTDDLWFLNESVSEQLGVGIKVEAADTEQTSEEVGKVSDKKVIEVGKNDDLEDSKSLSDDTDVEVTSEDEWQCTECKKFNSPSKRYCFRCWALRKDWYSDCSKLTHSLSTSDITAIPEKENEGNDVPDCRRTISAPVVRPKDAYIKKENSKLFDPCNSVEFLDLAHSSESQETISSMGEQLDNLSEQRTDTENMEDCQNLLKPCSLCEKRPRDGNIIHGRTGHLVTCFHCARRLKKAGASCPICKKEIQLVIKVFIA
# Target sequence (Q00987 whole entry, looked up): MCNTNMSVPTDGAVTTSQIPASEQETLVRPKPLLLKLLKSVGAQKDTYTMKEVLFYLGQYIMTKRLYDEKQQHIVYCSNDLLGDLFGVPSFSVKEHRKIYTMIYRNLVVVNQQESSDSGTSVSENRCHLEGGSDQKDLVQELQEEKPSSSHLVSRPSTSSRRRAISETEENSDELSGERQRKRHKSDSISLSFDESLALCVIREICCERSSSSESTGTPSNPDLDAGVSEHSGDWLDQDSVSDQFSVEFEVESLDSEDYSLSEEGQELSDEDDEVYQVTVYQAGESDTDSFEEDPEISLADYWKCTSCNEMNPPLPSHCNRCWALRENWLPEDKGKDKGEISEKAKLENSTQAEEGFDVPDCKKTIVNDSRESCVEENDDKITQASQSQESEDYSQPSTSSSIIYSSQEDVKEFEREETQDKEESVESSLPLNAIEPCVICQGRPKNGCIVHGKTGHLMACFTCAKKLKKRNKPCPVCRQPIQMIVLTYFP
# * hit, by the source's call; / = not tested or not shown. Rows are unselected, and some 8.2% of all compounds hit somewhere here.
SMILES,APJ agonist,tim23-1 inh,TIM10 inh,tim10-1 inh,GRIN3A LBD mod,NLRP3 yeast inh,UPR XBP1 act,CHOP UPR activ,Mdm2-MdmX inh
C=CCn1c(SCC(=O)N2CCOCC2)nc2c([nH]c3ccccc32)c1=O,6.9,7.0,-6.5,-9.8,-2.7,12.6,-3.9,-0.2,11.2
O=C(c1ccc(Cl)s1)N1CCN(C23CC4CC(CC(C4)C2)C3)CC1,-3.8,11.3,5.4,15.3,1.5,17.0,-2.1,-0.1,17.5
COc1ccc(N(CC(=O)O)S(=O)(=O)c2cccnc2)cc1,-1.5,-15.4,-7.2,-0.2,5.5,12.2,2.3,-0.2,6.3
COc1ccc(CC(=O)Nc2nncs2)cc1OC,2.3,-2.6,-3.0,-5.6,-8.1,16.2,1.8,0.9,2.7
Cc1ccc(C(C)NC(=O)c2ccco2)cc1C (stereo not given),-3.4,20.1,-20.8,-11.2,-3.6,7.6,-3.2,1.2,12.8
COC(=O)c1cc(NC(=O)c2c(-c3c(Cl)cccc3Cl)noc2C)ccc1N1CCOCC1,-2.8,18.7,14.1,4.9,0.8,15.8,-7.0,2.9,19.6
CCOc1ccc(S(=O)(=O)Nc2ccc(Cl)cn2)c(C)c1C,-2.2,6.2,-9.3,-13.1,-9.4,59.5*,0.7,-2.3,16.7
CC(C)(C)Nc1c(N)c(=O)oc2ccccc12,-1.4,3.5,0.7,15.7,0.9,7.1,0.5,0.8,-27.1
Cn1cc(Cl)c(C(=O)N2CCN(c3ncccn3)CC2)n1,2.9,19.1,-7.5,-2.1,3.9,0.8,1.1,0.8,4.8
CCCN1C(=O)NC2(O)C(=O)c3ccccc3C12O (stereo not given),-1.9,10.1,-8.9,4.1,-0.4,-5.0,-3.8,-1.5,18.6
CC1CN(S(=O)(=O)c2cccc(C(=O)Nc3ccc(S(=O)(=O)NC4=NCCCCC4)cc3)c2)CC(C)O1 (stereo not given),9.0,10.3,-7.5,1.6,0.4,-2.4,-1.8,1.2,22.1
Nc1nc(NCc2ccccc2Cl)n(-c2ccccc2)n1,-3.9,13.1,-4.4,3.1,-0.9,35.0,-2.4,-2.7,13.3

# Only tim10-1 inh and CHOP UPR activ, for 2 of the compounds above:
structure | tim10-1 inh | CHOP UPR activ
COC(=O)c1cc(NC(=O)c2c(-c3c(Cl)cccc3Cl)noc2C)ccc1N1CCOCC1 | 4.9 | 2.9
CC1CN(S(=O)(=O)c2cccc(C(=O)Nc3ccc(S(=O)(=O)NC4=NCCCCC4)cc3)c2)CC(C)O1 (stereo not given) | 1.6 | 1.2

# Further results follow:
SMILES,APJ agonist,tim23-1 inh,TIM10 inh,tim10-1 inh,GRIN3A LBD mod,NLRP3 yeast inh,UPR XBP1 act,CHOP UPR activ,Mdm2-MdmX inh
CCOC(=O)CSc1nnc(-c2ccc(S(=O)(=O)N3CCC(C)CC3)cc2)o1,0.6,19.7,-2.8,29.6,-1.4,3.3,1.4,0.5,-40.6
CC(=O)c1ccc(Oc2cc(C)nc(NCc3ccccc3)n2)cc1,-4.9,18.6,3.9,-4.7,0.3,38.7,-2.5,-2.3,30.5
COc1ccc(C(C)=O)cc1CS(=O)(=O)CC(=O)O,-0.9,5.4,12.1,3.6,-2.0,7.7,0.8,0.3,0.8
C/C(=N\NC(=O)c1[nH]c2c([N+](=O)[O-])cc(C)cc2c1-c1ccccc1)c1cccnc1,-3.9,10.8,34.5,20.4,-0.5,19.2,-1.9,-1.6,24.5
Cc1ccc(NC(=O)c2ccc(Nc3c([N+](=O)[O-])cc([N+](=O)[O-])cc3[N+](=O)[O-])cc2)cc1,-1.5,9.7,6.2,12.7,-2.9,23.8,-5.5,-6.0,79.2*
O=C(CSc1ccccc1)N(c1ccc(Br)cc1)c1nccs1,-1.2,19.8,25.8,28.9,-1.7,5.5,1.9,1.9,24.7
Cc1cc(NC(=O)Nc2cc(F)ccc2F)no1,-3.9,14.8,-8.6,9.4,-410.9,24.8,1.2,1.9,7.3
C/C(=N/NC(=O)CN1CCN(S(=O)(=O)c2ccc(C)cc2)CC1)c1ccco1,-2.6,13.3,3.0,9.7,0.1,4.9,-1.1,-1.5,-20.5
COc1cc(C2/C(=C(\O)c3cc(C)ccc3C)C(=O)C(=O)N2CCN(C)C)ccc1O (stereo not given),0.9,9.0,7.1,10.4,-1.5,3.8,1.3,0.8,-4.6
COc1ccc(Cl)cc1Nc1cc(C)nc2nc(C)nn12,-1.0,10.0,-0.1,4.3,2.0,24.4,0.4,-0.5,10.9
Clc1ccccc1-c1nnc2sc(-c3ccncc3)nn12,0.3,17.8,5.4,21.6,0.9,6.2,3.4,0.1,17.1
CCOC(=O)c1csc(NC(=O)CCSc2ccccc2)n1,-2.5,15.4,-2.9,-7.5,-0.9,15.9,-3.5,-2.3,6.0
CCC(CC)C(=O)c1c[nH]c(C(=O)N2CCN(c3ccc(OC)cc3)CC2)c1,-0.3,-0.5,25.5,16.1,0.1,16.6,0.8,1.1,5.2
CCOc1ccc(C2C(C#N)=C(N)Oc3cc(O)ccc32)cc1OCC (stereo not given),-2.8,15.9,-2.7,14.8,0.5,11.2,0.4,1.7,27.1
CCOc1cc(/C=C2\SC(=S)N(NS(=O)(=O)c3ccccc3)C2=O)ccc1O,-5.8,39.9,28.8,37.7,-5.5,1.9,3.7,3.0,3.9
Cc1cc(-c2cccnc2)c(C#N)c(SCc2cccc(F)c2)n1,-3.7,16.1,23.4,30.5,3.8,-25.4,3.2,-0.6,16.9
COc1ccc(OCC(O)Cn2c(=N)n(Cc3ccccc3)c3ccccc32)cc1 (stereo not given),1.3,13.5,1.0,0.8,1.0,5.9,1.4,0.3,53.7*
CCN(C(=O)CSc1nnc(-c2ccccc2)o1)c1c(N)n(Cc2ccccc2)c(=O)[nH]c1=O,-0.4,21.5,-4.2,2.9,-2.5,-7.3,1.2,-2.1,12.4
CCc1c(C)sc(NC(=O)C2CC(c3c(F)cccc3Cl)=NO2)c1C#N (stereo not given),-0.4,26.8,4.0,3.5,-6.2,24.1,-0.7,0.9,-34.8
CCn1c(SCC(=O)Nc2ccc(C(C)=O)cc2)nnc1C1CC1,0.1,-13.0,-16.7,-16.0,-0.7,-3.5,-2.5,1.3,21.2
CCC1=NN(C(=O)C(=O)Nc2ccc(Br)cc2)C(O)(C(F)(F)F)C1 (stereo not given),-2.8,4.0,-11.8,-2.4,-1.0,13.3,-1.6,-0.4,4.3
COCCCN1C(=O)C(=O)/C(=C(/O)c2ccc(S(=O)(=O)N3CCCCC3)cc2)C1c1cccc(OC)c1 (stereo not given),-3.7,7.8,0.4,18.2,0.9,6.5,-2.5,1.4,11.7
CCCCCc1ccc(-c2cn(CC3CCCCC3)nn2)cc1,-4.4,2.7,-6.7,-4.5,-1.0,14.4,-1.4,0.6,7.2
CCOC(=O)C1=NS(=O)(=O)NC(C)=C1,/,13.8,-6.3,8.6,0.3,/,3.2,3.6,13.6
CC(C)(C)c1ccc(OCC(=O)N/N=C/c2ccsc2)cc1,3.5,48.5,11.6,16.5,-9.8,17.1,-1.6,1.4,-18.1
CCC1=C(OC(=O)N(CC)CC)N2C(=O)OC(=NCCc3c[nH]c4ccccc34)[C@]2(Cc2ccccc2)[C@H]2C1=CC[C@H]1C(=O)N(CC)C(=O)[C@H]12,-1.8,20.7,-2.3,7.7,-6.4,21.6,-1.3,0.3,-1.9
CCOc1cc(C=O)c(Br)cc1OC1CCCC1,3.2,-17.4,40.2*,28.3,-1.7,-87.1,-1.1,-0.8,-7.4
CC(=O)N1CCN=C1SCc1ccc(F)cc1,-1.5,-13.4,1.9,4.5,-2.6,0.0,-1.1,-1.7,19.0
COc1ccccc1Nc1nc2nonc2nc1N1CCC(C)CC1,-1.6,14.8,-0.1,-11.5,0.8,17.4,2.8,4.8,4.9
CC(C)c1ccc(NC(=S)NNC(=O)c2cccs2)cc1,-2.0,15.6,32.2,27.8,-3.4,26.1,3.3,2.2,-13.9
O=C(O)c1ccc(-n2c(/C=C/c3ccccc3)nc3ccccc3c2=O)cc1,-1.2,16.4,4.4,10.5,2.4,0.9,2.9,-1.2,14.5
COc1ccc(Cn2nnc3c(=O)[nH]c(C4CCN(S(=O)(=O)c5ccc(C)cc5)CC4)nc32)cc1,1.9,6.0,15.8,7.0,-4.4,2.0,1.7,-1.0,28.2
Cc1ccc(S(=O)(=O)NC(=O)c2cccc(C)c2)cc1,-3.7,-3.2,-0.4,7.5,0.9,8.1,-2.1,1.8,1.4
CCN(CC(=O)NCc1ccc(Cl)cc1)C(=O)CSc1cc(C)ccc1C,6.9,19.4,-6.2,8.5,2.2,-3.2,-1.8,-0.1,26.1
Cc1ccccc1NC(=O)COc1ccccc1C,-1.1,2.5,-0.3,1.7,-0.9,28.5,1.1,2.1,4.1
COc1ccc(NC2CCCN(C(=O)CCn3cccn3)C2)cc1 (stereo not given),-2.1,9.1,7.9,6.5,-0.6,10.6,-2.6,0.3,41.6
COc1ccc(-n2ncc3c(N4CCN(c5cc(C)ccc5C)CC4)ncnc32)cc1,0.4,11.2,10.0,4.8,-0.2,2.0,1.8,0.2,2.9
Cc1nc(C)c(C(=O)Nc2cccc(C)c2C)s1,-1.4,3.1,-2.6,-1.6,0.6,5.9,-5.8,1.0,19.4
Cn1c(=O)c2[nH]c(C3CCCC3)nc2n(C)c1=O,-3.6,3.9,11.3,-11.8,-1.7,-0.9,2.5,1.6,-33.9
COc1cc2c(cc1OC)C(C)N(C(=O)c1c(-c3ccccc3)noc1C)CC2 (stereo not given),-8.3,29.7,27.8,23.5,-2.8,4.0,0.0,-0.8,-8.2
O=C(NCc1cccc(C(F)(F)F)c1)N1CCN(S(=O)(=O)c2ccccc2F)CC1,-2.1,18.2,14.5,2.8,-2.8,10.2,-0.5,-0.4,33.5
CCCCCCn1c(=O)c(F)cn(Cc2ccc(OC)c([N+](=O)[O-])c2)c1=O,-4.6,7.9,-9.6,4.8,-15.3,24.6,-6.1,-5.7,30.0
CCCCNS(=O)(=O)c1ccc(S(=O)(=O)N2CCC3(CC2)OCCO3)cc1,3.1,13.0,13.6,15.6,1.0,12.8,-0.6,9.8,-4.0
O=C(NNC(=O)c1cccc(-n2cnnn2)c1)c1ccccc1,-5.4,2.4,-0.3,12.2,-4.6,-19.5,-0.6,1.6,-41.4
O=C(Cc1nc2ccccc2[nH]c1=O)c1ccc(Cl)cc1,-3.5,-1.3,19.8,5.6,-1.0,17.0,-1.2,5.2,-186.1
O=C(CN1C(=O)C2(OCCO2)c2ccccc21)c1ccc(F)cc1,-4.3,30.1,-13.3,16.2,1.9,8.9,0.9,-0.8,-22.3

# Quoted from the listing.
# Reading for `COC(=O)c1cc(NC(=O)c2c(-c3c(Cl)cccc3Cl)noc2C)ccc1N1CCOCC1` under tim10-1 inh: 4.9
# Reading for `COCCCN1C(=O)C(=O)/C(=C(/O)c2ccc(S(=O)(=O)N3CCCCC3)cc2)C1c1cccc(OC)c1` (stereo not given) under APJ agonist: -3.7
# Reading for `Cn1c(=O)c2[nH]c(C3CCCC3)nc2n(C)c1=O` under Mdm2-MdmX inh: -33.9
